High-throughput results from PubChem BioAssay.
12-LOX inh: inhibitors of human 12S-lipoxygenase ALOX12. P18054. purified 12hLO, xylenol orange hydroperoxide absorbance. Potency, µM (top dose mostly 108 µM), for inactives: top-dose activity change, negative = inhibition, usual class: inhibitors. hit rate 1.1% among 580,000. AID 1671190; further: potency means the concentration at half of the fitted maximal effect; on the % scale 0 is the no-effect control and ±100 the full control effect
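Purified human 12hLO at 150 nM in 25 mM Hepes, 0.01% Triton X-100, pH 7.0, preincubated 15 min at room temperature with compound. Reaction started with 40 uM arachidonic acid, 30 min at room temperature. Hydroperoxide measured by Fe-xylenol orange, 573/405 nm absorbance ratio.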
TRHR ag: activates the human TRH receptor. P34981. TRHR cells, calcium flux fluo-8, FDSS agonist mode. activation, % at 2 µM. hit rate 0.18% among 360,000; in the data active means activation above about 30%; further: 0% is about no effect
Target sequence (P34981 whole entry, looked up): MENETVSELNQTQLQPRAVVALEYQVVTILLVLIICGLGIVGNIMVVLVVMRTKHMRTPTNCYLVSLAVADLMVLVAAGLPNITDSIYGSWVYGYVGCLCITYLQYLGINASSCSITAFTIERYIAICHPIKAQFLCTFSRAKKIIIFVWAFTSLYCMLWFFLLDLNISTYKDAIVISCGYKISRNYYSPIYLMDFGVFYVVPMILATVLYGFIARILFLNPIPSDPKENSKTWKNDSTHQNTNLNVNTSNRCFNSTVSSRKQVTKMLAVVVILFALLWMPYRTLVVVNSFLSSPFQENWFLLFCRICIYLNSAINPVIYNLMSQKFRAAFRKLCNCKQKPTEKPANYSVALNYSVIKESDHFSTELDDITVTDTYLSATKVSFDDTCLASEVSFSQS
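Agonist-mode FDSS calcium read (Ex 480/Em 530, 1 s cycles) in 1536-well TRHR cells with fluo-8 dye, after 10-cycle baseline and 23 nL compound addition; TRH at EC20 (10 nM final) added afterwards for the enhancer phase.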
POLK inh: DNA polymerase kappa (human) inhibition; Q9UBT6; purified Pol kappa, fluorescent DNA synthesis assay, 10 min; Potency, µM (doses to about 107 µM), for the others: at the highest dose activity, negative = inhibition, actives largely listed as inhibitors; hit rate 0.53% among 400,000; further: potency means the concentration at half of the fitted maximal effect; on the % scale 0 is the no-effect control and ±100 the full control effect
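10 nM Pol kappa was preincubated with compounds for 15 min at room temperature. Reaction started with 50 nM (final) substrate. Fluorescence read kinetically at 0 and 10 min.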
BLM inh: Bloom syndrome helicase (human) inhibition. recombinant BLM DNA unwinding, fluorescence dequenching. Potency, µM (series often up to 56.1 µM), inactives show at the top dose activity change, negative = inhibition, actives largely listed as inhibitors. hit rate 0.2% among 350,000;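 further: potency means the concentration at half of the fitted maximal effect; plate controls were vehicle for no effect and no enzyme for full effect; nearly all actives have a fitted effect of over 35% in size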
POLB inh: blocks human DNA polymerase beta activity. P06746. Pol beta primer extension/strand displacement, fluorescence kinetic. Potency, µM (top dose mostly 114 µM), for inactives: at the highest dose activity change, negative = inhibition, usual class: inhibitors. hit rate 1.3% among 340,000. AID 485314; further: potency means the concentration at half of the fitted maximal effect; on the % scale 0 is the no-effect control and ±100 the full control effect
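Pol beta (10 nM) was preincubated with compound for 15 min at room temperature. The reaction was then started with 50 nM substrate and read immediately and after a further 10 min at room temperature.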
Pol iota inh: inhibitors of human DNA polymerase iota. Pol iota fluorescent replication assay, 10 min. Potency, µM (series often up to 115 µM), for the others: at the top dose activity, negative = inhibition, usual class: inhibitors. hit rate 1% among 390,000; further: potency means the concentration at half of the fitted maximal effect
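Pol iota at 10 nM preincubated 15 min with compounds at room temperature; reaction started with fluorescent substrate, 50 nM final. Fluorescence read kinetically at 0 and 10 min; buffer-only wells as negative control.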
Apoferritin bind: candidate novel general anesthetic via apoferritin binding; apoferritin/1-aminoanthracene competitive binding, fluorescence; Potency, µM (top dose mostly 77.5 µM), without a hit: at the top dose activity change, negative = displacement, usual class: inhibitors; hit rate 0.074% among 350,000; further: potency means the concentration at half of the fitted maximal effect; on the % scale 0 is the no-effect control and ±100 the full control effect; nearly all actives have a fitted effect of over 20% in size
Target sequence (P02791 2-175 limits assumed): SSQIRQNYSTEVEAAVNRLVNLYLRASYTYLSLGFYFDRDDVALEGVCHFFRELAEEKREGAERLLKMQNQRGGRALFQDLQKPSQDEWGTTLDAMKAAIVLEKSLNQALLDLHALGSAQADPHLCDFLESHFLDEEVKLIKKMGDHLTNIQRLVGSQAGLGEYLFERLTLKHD
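Concentration-response curves derived by four-parameter Hill fitting of normalized fluorescence, where compounds displaced 1-AMA from 10 uM horse apoferritin following a brief 10 min room-temperature incubation; propofol titration acted as positive control.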
ERG Ets-DNA blk: ERG Ets/DNA interaction inhibition. hit rate 0.028% among 370,000. AID 624246. fluorescence polarization, His-ERG Ets domain / labelled DNA. Potency, µM (doses to about 76.9 µM), inactives show at the top dose FP activity, negative = inhibition, usual class: inhibitors; active means well fitted inhibition curve with a large enough effect in the polarisation, with a control signal flat; inconclusive means small, poorly fitted or top-dose-only effect, or effect the other way, or a change in a side signal; inactive means no such curve, though single readings can be large or run the other way; the % refers to the polarisation;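 further: polarization taken with two DNA probes labelled with fluorescein and Texas red; potency means the concentration at half of the fitted maximal effect; % of control where 0% means no effect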
Target sequence (P11308 whole entry, looked up, the tested form may be a part): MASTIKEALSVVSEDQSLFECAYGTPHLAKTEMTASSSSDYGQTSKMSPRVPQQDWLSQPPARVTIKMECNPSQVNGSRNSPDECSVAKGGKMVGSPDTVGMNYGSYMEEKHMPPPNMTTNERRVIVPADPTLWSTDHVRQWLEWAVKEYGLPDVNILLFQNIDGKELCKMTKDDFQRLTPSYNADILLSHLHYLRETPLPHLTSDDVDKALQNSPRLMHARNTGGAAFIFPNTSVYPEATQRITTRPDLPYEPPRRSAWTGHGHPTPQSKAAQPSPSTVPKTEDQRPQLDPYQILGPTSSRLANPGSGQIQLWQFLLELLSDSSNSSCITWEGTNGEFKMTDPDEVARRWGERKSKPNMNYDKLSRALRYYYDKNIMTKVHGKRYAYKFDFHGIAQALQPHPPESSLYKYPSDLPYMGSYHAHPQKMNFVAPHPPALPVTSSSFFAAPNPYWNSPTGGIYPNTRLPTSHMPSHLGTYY
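His-tagged ERG Ets domain (1 uM in the protein solution; 300mM KCl, 50mM Tris-HCl, 1mM EDTA, 1mM DTT, pH 7.5) received compound, then a probe mix of 5 nM fluorescein-DNA and 100nM Texas-615-DNA. Fluorescence polarization was read for both dyes.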
APEX1 inh: APE1 (human) endonuclease inhibition; P27695; recombinant APE1, TAMRA/BHQ-2 abasic DNA cleavage fluorescence; Potency, µM (highest dose often 65.8 µM), for inactives: at the highest dose activity change, negative = inhibition, most hits filed as inhibitors; hit rate 0.35% among 350,000;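 further: potency means the concentration at half of the fitted maximal effect; plate controls were vehicle for no effect and reference inhibitor for full effect; nearly all actives have a fitted effect of over 55% in size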
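APE1 at 0.75 nM preincubated 15 min at room temperature with compound. Reaction then started with 50 nM double-stranded THF-abasic substrate labelled with TAMRA/BHQ-2, and 525/598 nm fluorescence read kinetically. Activity taken as third-minus-first read difference, normalized to DMSO and NSC13755 controls.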
Numbers without * were called inactive; & = joins results of further samples; [ ] = dose if it differs, or a comment. Unless noted, the call rests on the fitted dose curve; in most records, active means well fitted curve in the direction sought with a large enough effect; inconclusive means small, poorly fitted or top-dose-only effect, or another doubt; inactive means no such curve, though single readings can be large; an effect the other way counts as inactive or inconclusive. These rows are one share of the data (hit frequency here may not be typical).

Cc1cccc(-c2nc(C(N)=O)c3c(n2)n(-c2ccc4c(c2)OCO4)c(=O)n3C)c1 was read as 12-LOX inh -14%, TRHR ag 0.2, POLK inh -10%, BLM inh -10%, POLB inh 38%, Pol iota inh 21%, Apoferritin bind -6% and ERG Ets-DNA blk 0%.
Cc1cc(C)n(-c2ccc(C(=O)OCC(=O)N(CC(C)C)C3CCS(=O)(=O)C3)cc2)n1 (centres undefined) was read as 12-LOX inh 3%, TRHR ag -0.3, POLK inh -3%, BLM inh -1%, POLB inh 32%, Pol iota inh 35%[activator], Apoferritin bind inconclusive, ERG Ets-DNA blk 4% and APEX1 inh 5%.
Screening CN(C(=O)Nc1ccc(Cl)cc1)c1c2c(nn1C)CCCC2 returned 12-LOX inh -21%, TRHR ag 0.8, POLK inh -13%, BLM inh -3%, POLB inh 35%, Pol iota inh 16%, Apoferritin bind -10%, ERG Ets-DNA blk 2% and APEX1 inh 0%.
CCOc1cc(N2CCOCC2)c(OCC)cc1NC(=O)Cn1[nH]c(=O)c2ccccc2c1=O was read as 12-LOX inh -18%, TRHR ag 0.4&0.2, POLK inh 10%, BLM inh 3%&-9%, POLB inh 11%&28%, Pol iota inh -2%, Apoferritin bind -8%&-2%, ERG Ets-DNA blk -4% and APEX1 inh -1%&-2%.
`COc1cccc(C(=O)NC2CCN(CC(=O)Nc3c(C)cc(C)cc3C)CC2)c1` gave TRHR ag -0.8, BLM inh -3%, POLB inh -4%, Apoferritin bind -7% and APEX1 inh -2%.
Screening COc1ccc(/C=C2\SC(=S)N(CCCC(=O)Nc3ccccn3)C2=O)cc1OC returned 12-LOX inh -19%, TRHR ag 0.1, POLK inh -24%, BLM inh 5%, POLB inh 22%, Pol iota inh 13%, Apoferritin bind -18%, ERG Ets-DNA blk 1% and APEX1 inh 6%.
Screening O=C(Cc1cccs1)N(Cc1ccco1)C1(C(=O)NC2CCCC2)CCCCC1 returned 12-LOX inh 39%[activator], TRHR ag -0.3, POLK inh 2%, BLM inh -3%, POLB inh 9%, Pol iota inh 3%, Apoferritin bind -11%, ERG Ets-DNA blk 4% and APEX1 inh 3%.
`Cc1cccc(Oc2ccccc2NC(=O)c2cnccn2)c1` gave 12-LOX inh 2%, TRHR ag -0.8, POLK inh 0%, BLM inh -4%, POLB inh 2%, Pol iota inh 16%, Apoferritin bind -10%, ERG Ets-DNA blk 14% and APEX1 inh 18%.
Screening COc1cc(/C=C2\SC(=S)N(CCCCC(=O)O)C2=O)ccc1OS(=O)(=O)c1ccc(C)cc1 returned 12-LOX inh inconclusive, TRHR ag 0.3, POLK inh -27%, Pol iota inh inconclusive, ERG Ets-DNA blk 26% and APEX1 inh -20%.
For N#C/C(=N/Nc1ccccc1[N+](=O)[O-])C(N)=S the results were 12-LOX inh 2%, TRHR ag 2.3, POLK inh -14%, BLM inh -3%, POLB inh -1%, Pol iota inh 57%[activator], Apoferritin bind 1%, ERG Ets-DNA blk -17% and APEX1 inh -4%.
`CC(C)CN(C(=O)C1CCCCC1)C1CCS(=O)(=O)C1` (centres undefined) gave 12-LOX inh 3%, TRHR ag 0.4, POLK inh -2%, Pol iota inh 32%[activator], ERG Ets-DNA blk 0% and APEX1 inh 7%.
`COc1ccc(C(C)(C)C)cc1NC(=O)C1C2C=CC(C2)C1C(=O)O` (centres undefined) gave 12-LOX inh -1%, TRHR ag -0.4, POLK inh -9%, BLM inh -1%, POLB inh 36%, Pol iota inh 7%, Apoferritin bind inconclusive, ERG Ets-DNA blk 0% and APEX1 inh -1%.
Screening COc1ccc(OCC(=O)Nc2ccccc2C(=O)OCc2cc(=O)n3nc(C)sc3n2)cc1 returned 12-LOX inh -7%, TRHR ag -0.4, POLK inh -6%[60.1 µM], BLM inh -1%, POLB inh 9%, Pol iota inh 41%[activator], Apoferritin bind 10% and ERG Ets-DNA blk -1%.
For CC(C)(C)OC(=O)NCCC(=O)N/N=C/c1cccc2nccnc12 the results were 12-LOX inh 210%[activator], TRHR ag 0.8, POLK inh 2%, BLM inh 0%, POLB inh 1%, Pol iota inh 176%[activator], Apoferritin bind -4%, ERG Ets-DNA blk 5% and APEX1 inh 3%.
For NC(=O)C1CCN(C(=O)c2ccccc2NC(=O)c2nsc3ccccc23)CC1 the results were 12-LOX inh -20%, TRHR ag -0.3, POLK inh -2%[60.1 µM], BLM inh 0%, POLB inh -7%, Pol iota inh 1%, Apoferritin bind -8% and ERG Ets-DNA blk 1%.
`COc1ccccc1CNC(=O)COCc1cc(-c2ccc3c(c2)OCO3)on1` gave 12-LOX inh -15%, TRHR ag -0.5, POLK inh -23%, BLM inh -2%, POLB inh 7%, Pol iota inh 0%, Apoferritin bind 6% and ERG Ets-DNA blk -14%.
COc1cc(C(=O)Nc2ccc(Oc3ncnc4sc(-c5ccccc5)cc34)cc2)cc(OC)c1OC was read as 12-LOX inh -35%, TRHR ag 0.1, POLK inh -10%, BLM inh -4%, POLB inh 12%, Pol iota inh 170%[activator], Apoferritin bind 11%, ERG Ets-DNA blk -1% and APEX1 inh 22%.
`COc1ccc(-c2nc3cnccn3c2NC(C)(C)CC(C)(C)C)cc1O` gave 12-LOX inh -15%, TRHR ag 0.3, POLK inh 2%, BLM inh -8%, POLB inh inconclusive, Pol iota inh 26%, Apoferritin bind 71%[activator], ERG Ets-DNA blk 4% and APEX1 inh -1%.
O=C(CCS(=O)(=O)c1ccccc1)Nc1nc2c(s1)CCCC2 was read as 12-LOX inh -4%, TRHR ag 0.1, POLK inh 0%, BLM inh 0%, POLB inh 18%, Pol iota inh 1%, Apoferritin bind inconclusive, ERG Ets-DNA blk -5% and APEX1 inh -3%.
O=C(Nc1ccc(C(=O)O)cc1)/C(=C\c1ccccc1)NC(=O)c1ccc(Br)cc1 was read as 12-LOX inh inconclusive, TRHR ag 2.4, POLK inh -8%, BLM inh -4%, POLB inh 27%, Pol iota inh 17%, Apoferritin bind -8%, ERG Ets-DNA blk -4% and APEX1 inh 16%.
Screening O=S(=O)(NCC1CCCO1)c1ccc2oc3ccc(S(=O)(=O)NCC4CCCO4)cc3c2c1 (centres undefined) returned 12-LOX inh 10%, TRHR ag 0.2, POLK inh 5%, BLM inh 4%, POLB inh 7%, Pol iota inh 23%, Apoferritin bind -13% and APEX1 inh -1%.
For CNc1ccccc1C(=O)N1CCc2c([nH]c3ccccc23)C1=O the results were POLK inh -8%[60.1 µM], BLM inh 72%[activator], Apoferritin bind 53%[activator] and APEX1 inh 1%.
CC1CCN(C(=O)CSc2nnc(-c3ccc(S(=O)(=O)N4CCOCC4)cc3)n2C)CC1 was read as 12-LOX inh 2%, TRHR ag 0.2, POLK inh -5%, BLM inh 3%, POLB inh 8%, Pol iota inh -13%, Apoferritin bind -8% and APEX1 inh 7%.
Screening Cc1cccc(CCNC(=O)CCc2c(C)nc3ncnn3c2C)c1 returned 12-LOX inh -29%&54%, TRHR ag -0.1&-0.8, POLK inh 3%&-10%, BLM inh -3%&0%, POLB inh 23%&0%, Pol iota inh 4%, Apoferritin bind 4%&-7%, ERG Ets-DNA blk 3%&3% and APEX1 inh -3%.
Cc1cc(NC(=O)c2ccc(C)o2)no1 was read as 12-LOX inh -10%, TRHR ag 0.3, POLK inh 3%, BLM inh 0%, POLB inh 4%, Pol iota inh 65%[activator], Apoferritin bind -5%, ERG Ets-DNA blk -3% and APEX1 inh 10%.
O=C(COC(=O)c1ccccc1NS(=O)(=O)c1cc([N+](=O)[O-])ccc1Cl)c1ccccc1 was read as TRHR ag 0.7, BLM inh -4%, POLB inh inconclusive, Apoferritin bind -8% and APEX1 inh 5%.
Screening NC(=O)c1nsc(C(=O)N(c2ccccc2)C(C(=O)NCC2CCCO2)c2ccc(F)cc2)c1N (centres undefined) returned 12-LOX inh 6%, TRHR ag 0.4, POLK inh -7%, BLM inh -7%, POLB inh -1%, Pol iota inh inconclusive, Apoferritin bind -9%, ERG Ets-DNA blk -4% and APEX1 inh 34%[12.4 µM].
For COc1ccc(S(=O)(=O)NCc2nc(-c3ccccc3)no2)cc1 the results were 12-LOX inh -11%, TRHR ag -0.8, POLK inh 11%, BLM inh 2%, POLB inh 10%, Pol iota inh inconclusive, Apoferritin bind -6% and ERG Ets-DNA blk -1%.
For Cc1ccc(/C=C/C(=O)N2CCc3ccccc32)o1 the results were 12-LOX inh inconclusive, TRHR ag -0.1, POLK inh inconclusive, BLM inh inconclusive, POLB inh 13µM*, Pol iota inh 35µM*, Apoferritin bind -3%, ERG Ets-DNA blk -1% and APEX1 inh inconclusive.

Fetched by structure from the entries so far:
Cc1cc(NC(=O)c2ccc(C)o2)no1 was read as 12-LOX inh -10%, TRHR ag 0.3, POLK inh 3%, BLM inh 0%, POLB inh 4%, Pol iota inh 65%[activator], Apoferritin bind -5%, ERG Ets-DNA blk -3% and APEX1 inh 10%.
O=C(CCS(=O)(=O)c1ccccc1)Nc1nc2c(s1)CCCC2 was read as 12-LOX inh -4%, TRHR ag 0.1, POLK inh 0%, BLM inh 0%, POLB inh 18%, Pol iota inh 1%, Apoferritin bind inconclusive, ERG Ets-DNA blk -5% and APEX1 inh -3%.
Screening COc1ccc(/C=C2\SC(=S)N(CCCC(=O)Nc3ccccn3)C2=O)cc1OC returned 12-LOX inh -19%, TRHR ag 0.1, POLK inh -24%, BLM inh 5%, POLB inh 22%, Pol iota inh 13%, Apoferritin bind -18%, ERG Ets-DNA blk 1% and APEX1 inh 6%.
